# Screens deposited in PubChem by Sanford-Burnham Center for Chemical Genomics.
# ATG4B inhibitor: ATG4B protease inhibitors, primary screen, biochemical, fluorescence, uHTS; Cysteine protease ATG4B (Homo sapiens), Q9Y4P1; ATG4B cleavage of LC3-PLA2, NBD-HPC fluorescence, 1 h; AID 504462, 2011; 0.51% of 340,000 active; inhibition, % at 8.33 µM; in the data active = inhibition above about 40%
# Target sequence (Q9Y4P1 whole entry, looked up): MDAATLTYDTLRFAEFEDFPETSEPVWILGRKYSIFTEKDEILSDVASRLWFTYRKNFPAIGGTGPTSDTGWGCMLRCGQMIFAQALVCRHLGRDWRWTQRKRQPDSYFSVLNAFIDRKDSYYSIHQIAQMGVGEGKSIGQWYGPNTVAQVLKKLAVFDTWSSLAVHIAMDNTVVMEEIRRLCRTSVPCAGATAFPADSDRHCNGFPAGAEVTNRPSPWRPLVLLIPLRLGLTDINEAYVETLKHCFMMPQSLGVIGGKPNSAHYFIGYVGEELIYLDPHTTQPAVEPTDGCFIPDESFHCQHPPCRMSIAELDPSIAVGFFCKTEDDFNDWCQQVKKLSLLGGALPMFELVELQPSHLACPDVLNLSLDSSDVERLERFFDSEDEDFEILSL
# mIAP inh: inhibitors of mouse IAP, primary screen, biochemical, luminescence, uHTS. intestinal alkaline phosphatase [Mus musculus]. purified mouse IAP, CDP-Star luminescence, 30 min. inhibition, % at 10 µM. 0.2% of 330,000 active. AID 2806, 2010;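 active = inhibition of at least 40% at 10 µM in the primary screen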;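 note: plate controls were DMSO with enzyme for no effect and no enzyme wells for full effect; values of inactives mirror those of a sister screen read the other way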
# MPTP block: mitochondrial permeability transition pore inhibitors, primary screen, biochemical, isolated mouse mitochondria, absorbance; Ca2+ swelling absorbance, 30 min; inhibition, % at 10 µM; 1.4% of 360,000 active; AID 602449, 2012;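 active = inhibition of 50% or more, scaled per plate between neutral and stimulator controls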;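 note: 0% = DMSO wells given calcium and 100% = 1 mM EGTA wells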
# beta cell repl: inducers of MIN6 beta-cell proliferation, primary screen, ATP luminescence, uHTS; MIN6 cells proliferation, ATPlite luminescence, 48 h; cells starved in 0.2% serum; 100% = growth in 10% serum; proliferation, % at 10 µM; AID 2380, 2010; 0.29% of 330,000 active;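 active = compounds whose signal lies at least 3.5 SD above the mean of all wells on their plate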;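 note: 0% = DMSO-treated cells in low-serum medium and 100% = 10% serum control; some compounds called inactive have numbers as strong as hits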
# mIAP activ: activators of mouse IAP, primary screen, biochemical, luminescence, uHTS; intestinal alkaline phosphatase [Mus musculus]; muIAP, CDP-Star luminescence, 30 min; hits give high values; 1 = vehicle-only enzyme signal, 0 = enzyme-free wells; activation factor at 10 µM; 0.24% of 330,000 active; AID 2805, 2010;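 active = activation factor of at least 2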; note: the source names both 10 and 20 µM as test concentration; values of inactives mirror those of a sister screen read the other way
#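 Assay system: mouse IAP enzyme; Reagent: CDP-Star chemiluminescent phosphatase substrate; Compound: DMSO-dissolved test compounds; Incubation: 30 min, room temperature; Technique: luminescence from enzymatic CDP-Star hydrolysis; Controls: DMSO-only wells and no-enzyme negative control.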
# APOBEC3A inh: APOBEC3A ssDNA deaminase inhibitors, primary screen, selectivity assay for APOBEC3G inhibitor project, biochemical, FAM/TAMRA oligo cleavage fluorescence; DNA dC->dU-editing enzyme APOBEC-3A (Homo sapiens), P31941; recombinant A3A, FAM/TAMRA ssDNA deamination fluorescence; inhibition, % at 20 µM; 0.41% of 330,000 active; AID 493011, 2011;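 active = at least 40% inhibition at 20 µM here, with at most 30% in a related deaminase screen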;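 note: plate controls were A3A with DMSO for no effect and wells lacking A3A enzyme for full effect; some results filed as inactive read as strong as hits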
# Target sequence (P31941 whole entry, looked up): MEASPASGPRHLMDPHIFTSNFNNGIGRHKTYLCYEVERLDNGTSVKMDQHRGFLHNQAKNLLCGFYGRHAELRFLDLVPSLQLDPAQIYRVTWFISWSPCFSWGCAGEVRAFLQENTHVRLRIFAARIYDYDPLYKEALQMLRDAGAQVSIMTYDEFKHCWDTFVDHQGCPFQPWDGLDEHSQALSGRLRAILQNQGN
# APOBEC3G inh: APOBEC3G DNA deaminase inhibitors, primary screen, biochemical, fluorescence, single-stranded DNA substrate, uHTS; DNA dC->dU-editing enzyme APOBEC-3G (Homo sapiens), Q9HC16; recombinant A3G, ssDNA deamination FAM/TAMRA fluorescence; inhibition, % at 20 µM; 0.28% of 330,000 active; AID 493012, 2011;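 active = inhibition of at least 40% at 20 µM, with no more than 30% in the related APOBEC3A deaminase screen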;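 note: plate controls were DMSO wells with A3G for no effect and wells lacking A3G enzyme for full effect; some compounds called inactive have numbers as strong as hits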
# hIAP act: human IAP activators, primary screen, biochemical, luminescence, uHTS. activation factor at 10 µM. purified human IAP, CDP-Star luminescence, 30 min; hits give high values; 1 = vehicle-only enzyme, 0 = enzyme-free background. AID 2524, 2010. Intestinal-type alkaline phosphatase (Homo sapiens), P09923. 0.16% of 330,000 active;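 active = activation factor of the enzyme at least 2-fold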; note: the source names both 10 and 20 µM as test concentration; values of inactives mirror those of a sister screen read the other way
# Target sequence (P09923 whole entry, looked up): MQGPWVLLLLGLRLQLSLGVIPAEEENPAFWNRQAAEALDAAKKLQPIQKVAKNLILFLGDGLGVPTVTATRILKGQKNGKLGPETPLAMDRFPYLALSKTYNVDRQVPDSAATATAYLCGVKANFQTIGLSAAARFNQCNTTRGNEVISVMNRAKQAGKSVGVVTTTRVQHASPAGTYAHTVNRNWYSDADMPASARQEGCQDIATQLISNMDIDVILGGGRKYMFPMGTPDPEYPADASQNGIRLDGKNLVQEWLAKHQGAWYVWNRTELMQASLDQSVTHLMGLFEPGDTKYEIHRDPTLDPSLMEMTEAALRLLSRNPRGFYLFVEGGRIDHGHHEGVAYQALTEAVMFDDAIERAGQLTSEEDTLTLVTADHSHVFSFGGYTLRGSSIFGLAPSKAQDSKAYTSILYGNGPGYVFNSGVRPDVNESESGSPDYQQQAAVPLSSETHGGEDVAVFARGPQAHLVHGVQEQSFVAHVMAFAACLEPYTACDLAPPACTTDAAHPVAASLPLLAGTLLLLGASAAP
# hIAP block: human IAP inhibitors, primary screen, biochemical, luminescence, uHTS; Intestinal-type alkaline phosphatase (Homo sapiens), P09923; purified IAP, CDP-Star luminescence, 30 min; inhibition, % at 10 µM; 0.12% of 330,000 active; AID 2544, 2010;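 active = inhibition reaching a set limit with compound at 10 µM in the primary screen, cut at about 35% in these data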;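 note: plate controls were DMSO wells with enzyme for no effect and no-enzyme buffer wells for full effect; values of inactives mirror those of a sister screen read the other way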
# Starred values were filed as active, the others as inactive.
1	CCOC(=O)c1c(O)c(Cl)c(C)[nH]c1=O
2	CCCCn1c(SCC(=O)NCCOC)nc2ccc(N3CCOCC3)cc2c1=O
3	COc1cccc(C2CC(C(F)(F)F)n3ncc(C(=O)O)c3N2)c1 (stereo not given)
4	CCOCCCNC(=O)c1cc2c(=O)[nH]c3ccccc3c2s1
5	O=C(NNc1cccc(Cl)n1)Nc1cccc(C(F)(F)F)c1

Screen / compound no.	1	2	3	4	5
ATG4B inhibitor	-5	0	10	1	9
mIAP inh	3	13	-4	-2	-4
MPTP block	-0.7	-0.9	7.1	-0.5	70*
beta cell repl	1	-4	-4	0	0
mIAP activ	0.97	0.87	1	1	1
APOBEC3A inh	-3	4	-3	-4	-2
APOBEC3G inh	-7	-4	-3	-8	-5
hIAP act	0.91	1	1.1	0.94	1.1
hIAP block	9	0	-8	6	-10

6	CC12COC3(C(=O)Nc4ccc5ccccc5c4)CC1CCC32C (stereo not given)
7	CN1CCC(N(C)C(=O)COc2ccc(S(=O)(=O)N3CCOCC3)cc2)CC1
8	COCCCNS(=O)(=O)c1ccc2c(c1)OCCO2
9	COc1ccc(-c2cc(C(=O)Nc3c(C)n(C)n(-c4ccccc4)c3=O)c3ccccc3n2)cc1OC
10	Cc1nn(CC(=O)NCc2cccc(F)c2)c(=O)c2cccn12

Screen / compound no.	6	7	8	9	10
ATG4B inhibitor	-8	-9	-8	2	2
mIAP inh	-2	8	0	-2	0
MPTP block	1.2	2.0	-0.6	-0.3	0.1
beta cell repl	-1	-2	-4	0	-1
mIAP activ	1	0.92	1	1	1
APOBEC3A inh	-1	-1	3	-1	-2
APOBEC3G inh	-4	-1	1	-8	-2
hIAP act	1	0.96	0.85	0.99	0.98
hIAP block	0	4	15	1	2

11	COC(=O)c1c(NC(=O)c2ccco2)sc2c1CCN(C(C)C)C2
12	Cc1nc2ccc(S(=O)(=O)Nc3ccccc3C)cc2s1
13	Cn1c(SCC(=O)c2ccccc2)nnc1C1CC1
14	CCOC(=O)C1CCN(C(=O)Cn2nc(CC)n3cccc3c2=O)CC1
15	CCn1c(C)c(C)c2cc(C(=O)N3CCc4ccccc4C3)ccc21

Screen / compound no.	11	12	13	14	15
ATG4B inhibitor	1	-4	0	-10	72*
mIAP inh	0	-3	14	-2	-4
MPTP block	-0.1	-0.4	-3.8	-3.1	42
beta cell repl	-1	-3	-1	5	-8
mIAP activ	0.99	1	0.86	1	1
APOBEC3A inh	1	-5	-1	-6	-9
APOBEC3G inh	0	-8	-4	-9	-6
hIAP act	0.96	1	0.95	1.2	1.5
hIAP block	4	-4	5	-17	-53

# 3 entries from above, arranged by the number in mIAP activ, ascending:
entry	structure	mIAP activ
13	Cn1c(SCC(=O)c2ccccc2)nnc1C1CC1	0.86
11	COC(=O)c1c(NC(=O)c2ccco2)sc2c1CCN(C(C)C)C2	0.99
15	CCn1c(C)c(C)c2cc(C(=O)N3CCc4ccccc4C3)ccc21	1

# Further entries follow:
16	O=c1c2c3c(sc2nc2n1CCCCC2)CCC3
17	Cn1nc(Oc2ncc(C(F)(F)F)cc2Cl)cc1C(F)(F)F
18	COc1ccccc1N1CCN(C(=O)CSc2nc(-c3ccccc3)cc(=O)[nH]2)CC1
19	O=C1/C(=C/c2cccnc2)Oc2cc(OS(=O)(=O)c3ccc(F)cc3)ccc21
20	CNC(=S)NNC(=O)c1sccc1OCc1ccc(C)cc1

Screen / compound no.	16	17	18	19	20
ATG4B inhibitor	4	-3	-10	-1	2
mIAP inh	8	0	6	8	0
MPTP block	-2.6	0.1	-4.4	-1.3	1.1
beta cell repl	-2	-2	-1	-6	-2
mIAP activ	0.92	0.99	0.94	0.93	1
APOBEC3A inh	-1	1	-4	0	-5
APOBEC3G inh	-5	-5	-7	-5	-11
hIAP act	0.91	1.1	0.94	0.91	1.2
hIAP block	9	-8	6	9	-20

# Values by screen from above:
# Compounds 16–20 in beta cell repl, in turn: -2, -2, -1, -6, -2
# Compounds 16–20 in APOBEC3G inh, in turn: -5, -5, -7, -5, -11

# The list continues:
21	COc1cc(SC)ccc1C(=O)OCC(=O)N1CCN(C(C)=O)CC1
22	CCCCn1nc(NC(=O)CC(C)C)c2cc3cc(OC)ccc3nc21
23	COc1cccc(Cn2nnc(C(=O)Nc3cc(C)ccc3OC)c2N)c1
24	C=CCN(CC=C)CCOc1cccc(Oc2ccccc2)c1
25	COc1ccccc1NC(=O)Nc1ccc2c(c1)nnn2C

Screen / compound no.	21	22	23	24	25
ATG4B inhibitor	-3	-1	1	5	-6
mIAP inh	4	-60	1	4	-2
MPTP block	0.7	-0.6	-0.6	-0.4	4.4
beta cell repl	-2	0	-3	-2	-4
mIAP activ	0.96	1.6	0.99	0.96	1
APOBEC3A inh	20	-1	-5	1	3
APOBEC3G inh	-1	-2	-5	-1	-6
hIAP act	0.83	1.4	1.1	1.1	1.1
hIAP block	17	-43	-6	-9	-15

26	COC(=O)c1ccc(NC(=S)N2CCC(C(N)=O)CC2)cc1
27	O=C(Oc1cccc(N2C(=O)CCC2=O)c1)C1CC(=O)N(c2ccc(F)cc2)C1 (stereo not given)
28	Cc1ccc(SCCNC(=O)c2ccccc2)cc1
29	Cc1ccc(Oc2ncccc2COC(=O)Nc2ccccc2C)cc1
30	NC(=O)c1ccc(NC(=O)CSC(=O)c2ccccc2)cc1

Screen / compound no.	26	27	28	29	30
ATG4B inhibitor	-3	-2	-14	22	-50
mIAP inh	-1	-2	2	2	9
MPTP block	0.9	-0.3	0.3	-0.1	-2.3
beta cell repl	-1	1	-4	6	1
mIAP activ	1	1	0.98	0.98	0.91
APOBEC3A inh	-2	-1	2	-1	-1
APOBEC3G inh	2	-4	-1	-1	16
hIAP act	0.93	1.8	1.1	1.1	0.89
hIAP block	8	-77	-5	-8	11

31	CSc1ncc(C(=O)Nc2ccccc2F)c(-c2ccccc2)n1
32	COc1cccc(N2C(=O)CC(N3CCN(C(=O)c4ccco4)CC3)C2=O)c1 (stereo not given)
33	Cc1ccccc1CSCCNC(=O)COc1ccc(Cl)cc1
34	CCC1=C2CC[C@H]3C(=O)N(c4ccccc4)C(=O)[C@H]3[C@H]2[C@@]2(C)C(=NCc3ccccc3)OC(=O)N2C1=O
35	Cc1nc2nc(C)c(NS(=O)(=O)c3ccc(C4CCCCC4)cc3)c(=O)n2[nH]1

Screen / compound no.	31	32	33	34	35
ATG4B inhibitor	4	-6	17	5	6
mIAP inh	-10	-4	-17	-14	-6
MPTP block	1.6	-2.5	-24	-0.2	0.4
beta cell repl	0	1	-5	0	3
mIAP activ	1.1	1	1.2	1.1	1.1
APOBEC3A inh	-6	3	1	-2	-3
APOBEC3G inh	-6	2	-5	-7	-9
hIAP act	1.1	0.87	0.96	1.1	0.92
hIAP block	-6	13	4	-15	8

36	CCCc1cc(=O)[nH]c(SCC(=O)c2cc(C)n(CC3CCCO3)c2C)n1 (stereo not given)
37	O=C(CN1CCN(c2ncccn2)CC1)NCc1ccccc1
38	O=S(=O)(Nc1nc2ccccc2nc1NCCO)c1cccc(Cl)c1
39	Nc1nonc1C(=O)N1CCCCC1
40	COc1ccc(C(=O)C2CCCN(Cc3cn[nH]c3-c3ccccc3)C2)cc1OC (stereo not given)

Screen / compound no.	36	37	38	39	40
ATG4B inhibitor	-6	1	-8	5	-4
mIAP inh	3	0	2	2	-3
MPTP block	2.2	0.5	0.7	0.4	0.6
beta cell repl	-1	-5	0	-3	-2
mIAP activ	0.97	1	0.98	0.98	1
APOBEC3A inh	-3	2	0	-1	4
APOBEC3G inh	-8	-3	1	-6	1
hIAP act	0.97	1.1	1.1	0.93	1.2
hIAP block	3	-12	-5	7	-23

41	CSCCC(NC(=O)COc1ccccc1)C(=O)N1CCCCCC1 (stereo not given)
42	O=C(c1ccc(Cl)cc1)C1CCCN(Cc2ccc(Oc3ncccn3)cc2)C1 (stereo not given)
43	COc1ccc(C(=S)N2CCOCC2)cc1OC(=O)c1ccc([N+](=O)[O-])cc1[N+](=O)[O-]
44	CC(C)(C)c1ccccc1NC(=O)c1ccc2c(c1)SC1=NS(=O)(=O)CCN12
45	CC(=O)Nc1ccc(S(=O)(=O)N2CCN=C2SCc2ccc(C)cc2)cc1

Screen / compound no.	41	42	43	44	45
ATG4B inhibitor	-6	-2	8	2	-13
mIAP inh	2	1	4	3	3
MPTP block	-1.6	0.3	0.2	1.2	0.6
beta cell repl	2	-4	-3	0	-3
mIAP activ	0.98	0.99	0.96	0.97	0.97
APOBEC3A inh	-2	6	-5	-1	-3
APOBEC3G inh	-6	4	-7	-7	-6
hIAP act	0.91	1.1	0.9	1	1
hIAP block	10	-6	10	-2	-3

46	Cc1nonc1NC(=O)Nc1cccnc1
47	COc1ccc(/C=N/NC(=O)c2cccnc2)cc1
48	CCN(CC)S(=O)(=O)c1cc(NC(=O)C(C)N2CCN(Cc3ccc4c(c3)OCO4)CC2)ccc1C (stereo not given)
49	COC(=O)C1=C(CS(=O)(=O)c2ccccc2)NC(=O)NC1c1ccccc1 (stereo not given)
50	COc1ccc(NS(=O)(=O)c2ccc(NC(=O)C(CCSC)NC(N)=O)cc2)cc1 (stereo not given)

Screen / compound no.	46	47	48	49	50
ATG4B inhibitor	-8	-13	-6	-4	-1
mIAP inh	-2	-4	-3	3	-9
MPTP block	1.0	0.6	-0.1	-1.4	2.9
beta cell repl	-2	1	0	1	0
mIAP activ	1	1	1	0.97	1.1
APOBEC3A inh	-3	-4	1	-4	1
APOBEC3G inh	-6	-7	-4	-6	-4
hIAP act	0.88	1.1	0.99	0.92	1.1
hIAP block	12	-7	1	8	-5

51	Cc1ccc(-c2nnc(Nc3ccc(C(N)=O)cc3)c3ccccc23)cc1S(=O)(=O)NCC1CCCO1 (stereo not given)
52	O=C(CSc1nccn1-c1ccccc1)c1ccc(Br)cc1
53	O=C(NCC(c1cccs1)N1CCOCC1)c1ccccc1NS(=O)(=O)c1cc([N+](=O)[O-])ccc1Cl (stereo not given)
54	C=CCc1cc(C=O)cc(OC)c1OCc1ccc(Cl)cc1
55	O=C(CN1C(=O)C2CCCCC2C1=O)OCn1nnc2ccccc2c1=O (stereo not given)
56	CCc1ccccc1N(CC(=O)N1CCc2ccccc2C1)S(C)(=O)=O
57	CNC[C@H](CC1CCCCC1)NC[C@H](Cc1ccccc1)NCCC12CC3CC(CC(C3)C1)C2

Screen / compound no.	51	52	53	54	55	56	57
ATG4B inhibitor	-2	-2	-10	21	0	10	16
mIAP inh	-6	5	-4	14	-1	-16	-2
MPTP block	-0.3	4.2	30	6.3	-1.5	1.2	6.5
beta cell repl	0	-3	-2	-3	7	-1	-7
mIAP activ	1.1	0.95	1	0.86	1	1.2	1
APOBEC3A inh	-5	-3	-2	0	-2	-6	0
APOBEC3G inh	-6	9	-1	0	-5	0	3
hIAP act	0.89	1.1	1.1	1.1	0.87	1.2	1.2
hIAP block	11	-11	-12	-11	13	-21	-23
